SARS 3CLpro inh = SARS-CoV 3CLpro protease inhibition; inhibition, % at 6 µM; recombinant SARS-CoV 3CLpro, quenched FRET peptide cleavage; 290,000 tested, 0.14% active; AID 1706; in the data active = inhibition above about 12%
TcdB GH inh = blocks C. difficile toxin B glycohydrolase activity; P18177; AID 652162; inhibition, % at 9.99 µM; TcdB glycohydrolase enzymatic assay, plate reader; 350,000 tested, 0.24% active; in the data active = inhibition above about 10%
PriA SSB inh = inhibitors of Klebsiella pneumoniae PriA binding to SSB C-terminal tail; AlphaScreen SSBct-PriA binding, biotinylated peptide; inhibition, % at 33 µM; 430,000 tested, 0.6% active; in the data active = inhibition mostly above about 37%, no sharp cut-off; inactive = mostly below about 20%;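 also: plate controls were negative control peptide for no effect and reference peptide for full effect; strong numbers were not always called active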
Y pestis TopoI = inhibitors of Yersinia pestis topoisomerase I; AID 504884; Y. pestis Topo-I cleavage product accumulation, plate reader; 360,000 tested, 0.064% active; activity, % at 10 µM; in the data active = activity above about 50%, passing the limit was not always enough; inconclusive = no clear call, values can overlap the other calls; also: inactives centre near 2
PfHsp40 rescue = rescue of PfHsp40-mediated yeast toxicity. 340,000 tested, 0.68% active. S. cerevisiae expressing PfHsp40, growth rescue, ATP luminescence. growth rescue, % at 12.5 µM; in the data active = growth rescue above about 28%, passing the limit was not always enough; inconclusive = no clear call, values can overlap the other calls;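 also: yeast W303a lacking pdr1 and pdr3 grown in galactose medium; growth measured after three days at 30 °C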
Anthrax LF prot = anthrax lethal factor protease inhibition; AID 588501; multiplex microsphere protease cleavage assay, LF; P15917; 360,000 tested, 0.12% active; inhibition, % at 10 µM; also: plate controls were buffer without enzyme for full effect and enzyme alone for no effect
CCHF vOTU inh = CCHFV vOTU protease inhibition; 370,000 tested, 0.55% active; inhibition, % at 11.5 µM; Pep-AMC fluorescence; AID 651958; in the data active = inhibition above about 30%; also: 0% = vehicle wells with enzyme and 100% = no enzyme wells
Vc quorum ag = quorum light induction in luxS cqsA deficient V. cholerae; V. cholerae BH1578 lux reporter, luminescence, 6 h; activation, % at 18.7 µM; 350,000 tested, 0.16% active; AID 588436; in the data active = activation mostly above about 9.7%, no sharp cut-off; inconclusive = no clear call, values can overlap the other calls; inactive = mostly below about 3.7%; also: not every result past the cut was called active; inactives centre near 0; reference of the scale not given here
VHR inh abs = blocks human VHR1 dual specificity phosphatase; P51452; recombinant VHR phosphatase, pNPP absorbance; inhibition, % at 13.3 µM; 290,000 tested, 0.52% active; in the data active = inhibition above about 50%; also: some compounds called inactive have numbers as strong as hits
BoNT A protease = inhibitors of Botulinum neurotoxin A light chain protease; multiplex microsphere protease substrate cleavage, flow cytometry; 360,000 tested, 0.17% active; inhibition, % at 10 µM; also: plate controls were buffer without enzyme for full effect and enzyme alone for no effect
An asterisk follows results filed as active; i = inactive; u = inconclusive; x = not tested or not shown. Rule as the data show it, unless noted: active = inhibition above about 30%; inconclusive = no clear call, values can overlap the other calls; inactive = below that. The list is partial; the hit share may differ from the screen's.

SMILES	SARS 3CLpro inh	TcdB GH inh	PriA SSB inh	Y pestis TopoI	PfHsp40 rescue	Anthrax LF prot	CCHF vOTU inh	Vc quorum ag	VHR inh abs	BoNT A protease
Cc1ccc(/C([O-])=C(/C(=S)NCc2ccccc2)[n+]2cccc(CO)c2)cc1[N+](=O)[O-]	5.2	-1.0	x	-15.8	-0.3	6.0	0.0	-0.2	3.5	17.8
O=C(NCCCCCCNC(=O)c1ccncc1)c1ccncc1	-0.9	1.8	-6.5	-4.1	0.5	-1.4	9.3	0.7	5.2	0.2
C(=N\N1CCN(Cc2cccc3ccccc23)CC1)/c1cccs1	-0.6	0.4	i	9.2	0.6	-11.2	7.3	i	5.0	0.8
Cc1ccc(Nc2nnns2)cc1C	2.8	x	1.6	-9.3	-1.3	5.1	9.2	i	1.8	-1.2
O=C1NC[C@H](c2ccccc2)N(CCC23CC4CC(CC(C4)C2)C3)C1=O	x	0.8	-1.8	13.2	2.4	3.8	1.8	i	x	-0.9
S=C(NCc1cccnc1)Nc1ccc(Oc2ccccc2)cc1	3.5	1.7	-1.1	1.2	2.2	0.0	-9.1	i	19.1	0.1
COc1cc(NS(=O)(=O)c2ccc(NC(=O)NC3CCCCC3)cc2)nc(OC)n1	3.8	x	-0.3	7.2	0.0	1.8	22.4	i	2.0	-0.8
O=C(O)C1CCCN1C1=NS(=O)(=O)c2ccccc21 (stereo unspecified)	-0.7	0.4	2.6	5.6	0.0	-10.8	1.8	i	-9.4	-0.7
COc1ccc(CNS(=O)(=O)NCc2ccccc2)cc1OC	-0.8	-5.8	-0.1	-5.4	1.2	-1.1	9.6	-0.5	8.6	-0.1
Cc1onc(-c2c(Cl)cccc2Cl)c1C(=O)NC1CCCCC1	-3.9	0.3	-10.5	4.4	-1.9	1.5	19.4	-0.3	7.4	5.3
CCOc1ccc(/C(O)=C2/C(=O)C(=O)N(CCCN3CCOCC3)C2c2ccc(C)cc2)cc1C (stereo unspecified)	5.1	0.1	x	6.0	4.8	-17.3	-11.0	1.2	-15.8	1.2
CCOC(=O)CNNC(=O)Nc1ccc(Cl)c(Cl)c1	-1.5	x	-6.5	-0.8	0.1	0.7	4.7	1.8	33.1	-0.3
Cc1ccccc1-c1nc(CN2CCC(C(=O)NCc3cccnc3)CC2)c(C)o1	-3.4	x	-1.4	14.2	0.5	-7.6	1.3	i	-5.0	u
CC1(C(=O)NCc2cccs2)Cc2c(-c3ccc4c(c3)OCO4)ccnc2O1 (stereo unspecified)	x	0.9	x	-4.6	x	-10.1	8.6	-1.2	x	0.2
Fc1ccc(-c2nc(-c3cnccn3)no2)c(Cl)c1	0.5	0.3	-6.3	-1.3	0.5	x	-8.7	i	20.1	x

Continued; it opens with the 4 that closed the last part.
SMILES	SARS 3CLpro inh	TcdB GH inh	PriA SSB inh	Y pestis TopoI	PfHsp40 rescue	Anthrax LF prot	CCHF vOTU inh	Vc quorum ag	VHR inh abs	BoNT A protease
CCOC(=O)CNNC(=O)Nc1ccc(Cl)c(Cl)c1	-1.5	x	-6.5	-0.8	0.1	0.7	4.7	1.8	33.1	-0.3
Cc1ccccc1-c1nc(CN2CCC(C(=O)NCc3cccnc3)CC2)c(C)o1	-3.4	x	-1.4	14.2	0.5	-7.6	1.3	i	-5.0	u
CC1(C(=O)NCc2cccs2)Cc2c(-c3ccc4c(c3)OCO4)ccnc2O1 (stereo unspecified)	x	0.9	x	-4.6	x	-10.1	8.6	-1.2	x	0.2
Fc1ccc(-c2nc(-c3cnccn3)no2)c(Cl)c1	0.5	0.3	-6.3	-1.3	0.5	x	-8.7	i	20.1	x
O=c1c([N+](=O)[O-])c(NC2CCCCC2)c2ccccc2n1-c1ccccc1	6.8	x	15.9	-4.9	-0.9	-1.5	-12.4	-0.7	3.3	-1.1
CCOc1ccccc1OCC(=O)Nc1cc2c(cc1C(=O)O)OCCCO2	2.5	1.0	-4.8	12.2	1.6	0.1	-7.1	i	14.4	0.8
CCCC(C(=O)Nc1ccc(S(=O)(=O)N2CCOCC2)cc1)c1ccccc1 (stereo unspecified)	x	1.9	-8.3	13.2	0.1	4.4	9.5	i	x	0.9
COc1ccc(S(=O)(=O)N2CCN(C(=O)c3cnc(C)cn3)CC2)cc1	-2.0	x	-7.2	-5.1	0.0	-1.3	-7.3	i	22.3	0.4
CCN(CC)S(=O)(=O)c1cccc(C(=O)N[C@H](C(=O)OCC(=O)NC(=O)NC)C(C)C)c1	3.7	x	-7.1	-4.1	-0.5	-0.7	0.1	i	28.7	-0.5
Cc1ccc(Sc2ncnc3onc(C)c23)cc1	-2.3	x	-5.4	11.3	0.2	1.9	2.3	3.6	14.0	0.3
COc1ccc(-c2nc3ccccc3c(=O)n2CCN2CCOCC2)cc1	0.5	x	-7.8	-1.8	-0.5	-7.0	-13.4	i	-8.3	-0.5
Cc1cc(C(F)(F)F)nn1CC(=O)NCC1CCCO1 (stereo unspecified)	2.5	x	-3.7	-6.4	-0.1	-4.1	-12.5	-2.9	9.9	-0.7
COCCn1c(C)cc(O)c(C(=O)Nc2cccc(Cl)c2)c1=O	2.0	-0.8	-4.5	-1.2	-0.9	-1.2	-1.4	-4.8	-11.5	0.8
CCOC(=O)C1=NOC(Cn2cc(C(C)=O)c(=O)[nH]c2=O)C1 (stereo unspecified)	5.2	-1.0	-10.8	-8.6	x	2.2	-7.5	-0.7	7.8	-0.3
CCOc1ccc(-c2cnc3n2CCC3)cc1	2.8	x	0.9	4.0	-0.1	0.1	0.0	-0.2	4.2	-0.5
O=C(O)c1cc(S(=O)(=O)Nc2ccccc2C(=O)O)ccc1O	7.5	x	-17.4	0.1	0.6	-2.1	13.9	-1.3	15.7	1.0
O=C(Nc1ccn(Cc2ccccc2F)n1)c1ccc(COc2cccc(Br)c2)cc1	1.1	x	-17.3	2.3	-1.1	-5.3	16.5	i	-2.0	0.0
CCN(CC)C(=O)CSc1nnc(-c2cccnc2)n1Cc1ccccc1	3.8	x	-14.7	-5.4	-1.6	-2.6	4.6	i	-0.5	-0.8
Clc1ccc(CSc2ccc(-c3ccco3)nn2)cc1	-0.7	0.8	-0.3	8.9	0.0	2.9	-0.3	i	1.2	-0.1
O=C1CCC(CCC(=O)N2CCCC(C(=O)c3ccc4c5c(cccc35)CC4)C2)=NN1 (stereo unspecified)	2.1	-0.4	-19.0	34.6	-0.9	-2.2	-30.2	x	8.4	-0.2
O=C(COC(=O)c1ccccc1F)NC1CCCC1	3.2	-7.2	1.2	7.1	0.3	-12.0	-10.9	i	-5.4	-0.9
CCN1C(=O)N[C@@H](c2ccco2)C(C(C)=O)=C1C	x	-1.2	-8.2	-1.9	-0.2	0.3	12.3	i	x	-1.2
Cc1c(C(=O)NCc2ccccc2)oc2c1C(=O)CCC2	0.1	x	-2.2	5.1	0.5	-0.7	0.4	-4.0	17.8	0.1
CCn1c(=O)cc(SCC(=O)Nc2ccc(Cl)cc2)c2ccccc21	0.6	x	-2.7	7.6	-1.8	-2.5	4.5	-0.5	22.6	-0.2
CN(C)CC(C)(C)CNC(=S)NCc1ccc2c(c1)OCO2	2.3	x	-3.4	-3.5	0.0	-1.8	-2.1	0.1	2.3	0.2
O=C(NCc1cccs1)Nc1cccc(Cl)c1	1.7	x	1.8	-5.1	-1.7	-0.2	6.5	i	x	-0.5
CC1(C)OC(=O)C(=CNC(Cc2c[nH]c3ccccc23)C(=O)O)C(=O)O1 (stereo unspecified)	-3.7	x	-18.9	-4.1	-0.1	3.5	-14.4	i	21.4	-0.4
C#CCOCCOCCOCCNc1nc(N2CCN(C(=O)[C@H](CCCN=C(N)N)n3cc(C(N)[C@@H](C)CC)nn3)CC2)nc(N2CCN(C(=O)[C@H](CC(N)=O)n3cc([C@@H](N)CC(N)=O)nn3)CC2)n1 (stereo partly specified)	x	-1.0	5.1	5.1	0.8	-9.6	-3.6	0.4	x	-0.3
O=C(Nc1cc(S(=O)(=O)N2CCOCC2)ccc1N1CCCCC1)c1ccc(Cl)cc1	x	0.6	4.6	12.7	2.7	-2.7	-3.5	i	x	1.1
CCn1c(COc2ccc3c(c2)OCO3)nnc1SCC(=O)c1ccc(Cl)cc1	0.0	x	-6.8	11.0	0.9	-2.6	10.9	-1.4	-1.7	0.0
COc1cc(C2C3=C(CC(C)(C)CC3=O)Nc3ccccc3N2C(C)=O)cc(OC)c1OC (stereo unspecified)	4.4	0.8	-3.7	2.1	0.4	-5.7	4.2	-0.4	2.3	-2.1
O=C(c1cccc(S(=O)(=O)N2CCOCC2)c1)N1CCN(S(=O)(=O)c2cccs2)CC1	2.7	1.5	-3.6	9.4	-1.0	-0.2	-13.5	i	3.5	0.0
COc1ccc(C(=O)Nn2c(SCc3cccc([N+](=O)[O-])c3)nc3ccccc3c2=O)cc1	-0.2	x	-4.0	16.5	0.2	-9.0	-8.0	0.0	-8.5	-0.5
COCCN=C1Sc2nc3cc(C)c(C)cc3cc2CN1Cc1cccs1	4.5	1.3	-14.0	6.8	0.9	-1.9	13.7	-0.1	15.2	-0.2
Cc1ccc(S(=O)(=O)NC(=O)Nc2ccc(N(C)C)cc2)cc1	3.0	1.5	82.5*	3.9	0.5	-3.3	50.4*	-0.2	52.2*	1.9
CCOC(=O)CN(c1ccccc1)S(=O)(=O)c1ccc(F)cc1	0.6	-12.6	-15.0	-3.2	1.3	-3.7	6.3	-0.5	16.0	-1.1
COc1ccc(Cl)cc1N(CC(=O)N1CCC(C)CC1)S(C)(=O)=O	0.2	x	-11.0	2.8	0.9	-2.5	14.1	-1.5	14.0	-0.1
CCN(CC)CCn1c(NCc2ccco2)nc2ccccc21	-5.5	0.1	10.2	7.7	0.6	-1.3	-6.8	-0.2	16.8	-3.6
CCOC(=O)C1CCN(C(=O)c2ccc(S(=O)(=O)Nc3ccccc3Cl)cc2)CC1	x	-1.9	-7.8	0.1	2.0	x	1.8	0.0	x	x
O=C(Cn1cnc2sc(-c3ccccc3)cc2c1=O)NCc1ccccc1	2.7	x	-12.1	0.5	0.6	0.0	-5.0	-0.2	5.7	-0.3
COc1ccc(CN2CC(C(=O)NCc3ccc4c(c3)OCO4)CC2=O)cc1 (stereo unspecified)	7.2	x	-4.5	0.8	-0.7	-2.9	-5.7	0.3	8.3	-0.6
CCc1cc(=O)oc2c(C)c(OCC(=O)NCC3CCC(C(=O)O)CC3)ccc12 (stereo unspecified)	-0.1	0.7	-8.4	5.4	0.0	7.7	-7.0	-0.6	12.7	-0.1
Cn1c(=O)c(=O)n(C)c2cc(S(=O)(=O)NCCOc3ccccc3)ccc21	8.7	1.0	-7.2	-8.8	-0.3	-7.1	-6.9	0.3	13.9	-0.1
OCCOCCN1CCN(C(=S)Nc2ccccc2)CC1	2.2	0.8	-7.6	-6.8	-0.3	-2.4	5.8	-0.9	18.6	-1.5
COc1ccccc1C1CC(=O)Oc2cc(O)ccc21 (stereo unspecified)	x	4.4	-20.1	-4.8	-0.6	-5.0	2.2	i	x	0.4
O=C(CSc1nc2[nH]c(=O)cc(O)c2s1)Nc1cc(Cl)cc(Cl)c1	6.3	0.1	7.9	-13.7	9.1	-4.7	13.0	-0.2	15.8	-3.0
COc1ccc(OCC(=O)N2CCc3ccccc3C2)cc1	3.2	-0.5	-10.1	4.4	1.5	2.9	-9.9	-3.8	4.1	-4.0
COc1ccc(C(=O)N2CCN(C(=O)c3cc(OC)c(OC)c(OC)c3)CC2)cc1	3.3	x	-2.8	-3.0	-1.4	5.5	0.8	-0.5	6.3	0.9
